ALOX12 inhib = qHTS Assay for Inhibitors of 12-hLO (12-human lipoxygenase) | Polyunsaturated fatty acid lipoxygenase ALOX12 (Homo sapiens), P18054 | purified 12-hLO, xylenol orange hydroperoxide absorbance | Potency, µM (highest dose often 57.1 µM), for the others: at the highest dose activity change, negative = inhibition, actives largely listed as inhibitors | 150,000 compounds, 0.12% hits; further: potency means the concentration at half of the fitted maximal effect; nearly all actives have a fitted effect of over 55% in size; many of its hits are not listed in these tables
Target sequence (P18054 whole entry, looked up): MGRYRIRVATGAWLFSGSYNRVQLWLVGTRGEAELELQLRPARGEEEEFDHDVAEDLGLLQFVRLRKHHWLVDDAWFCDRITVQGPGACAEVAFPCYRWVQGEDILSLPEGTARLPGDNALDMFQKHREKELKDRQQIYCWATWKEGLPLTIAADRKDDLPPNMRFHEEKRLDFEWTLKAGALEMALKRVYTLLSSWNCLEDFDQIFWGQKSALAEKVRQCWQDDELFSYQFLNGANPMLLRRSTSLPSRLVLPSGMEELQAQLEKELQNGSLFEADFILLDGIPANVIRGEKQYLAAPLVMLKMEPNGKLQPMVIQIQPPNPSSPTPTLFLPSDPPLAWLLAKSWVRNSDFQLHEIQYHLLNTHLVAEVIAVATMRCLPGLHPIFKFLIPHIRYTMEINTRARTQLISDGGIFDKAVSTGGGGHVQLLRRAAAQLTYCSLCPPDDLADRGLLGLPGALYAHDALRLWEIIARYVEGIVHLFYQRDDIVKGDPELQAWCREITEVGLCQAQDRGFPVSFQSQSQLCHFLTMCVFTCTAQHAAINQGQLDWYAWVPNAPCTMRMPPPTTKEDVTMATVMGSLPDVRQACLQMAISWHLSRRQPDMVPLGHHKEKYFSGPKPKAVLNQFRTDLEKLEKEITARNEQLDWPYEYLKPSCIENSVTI
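Hydroperoxide formation by human 12-lipoxygenase from 40 uM arachidonic acid was followed colorimetrically via ferric-xylenol orange complex, using the 573/405 nm absorbance ratio. Enzyme concentration was 150 nM, with 30 min reaction at room temperature.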
IMPase inh = qHTS Assay for Identifying the Cell-Membrane Permeable IMPase Inhibitors; inhibition (IP1 accumulation), % at 46.1 µM; Inositol monophosphatase 1 (Rattus norvegicus), P97697; 120,000 tested, under 10 active; CHO-M1 cells, IP1 accumulation, HTRF TR-FRET ratio; active means well fitted curve in the direction sought with a large enough effect in the signal ratio, not every such curve was filed as active; inconclusive means small, poorly fitted or top-dose-only effect, or a change in a side signal; inactive means no such curve, though single readings can be large or run the other way; the % refers to the signal ratio;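 further: cells stimulated with carbachol in lithium chloride buffer; plate controls were DMSO basal wells for no effect and reference inhibitor wells for full effect; higher means more IMPase inhibition seen as more IP1 and lower FRET ratio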
Target sequence (P97697 whole entry, looked up): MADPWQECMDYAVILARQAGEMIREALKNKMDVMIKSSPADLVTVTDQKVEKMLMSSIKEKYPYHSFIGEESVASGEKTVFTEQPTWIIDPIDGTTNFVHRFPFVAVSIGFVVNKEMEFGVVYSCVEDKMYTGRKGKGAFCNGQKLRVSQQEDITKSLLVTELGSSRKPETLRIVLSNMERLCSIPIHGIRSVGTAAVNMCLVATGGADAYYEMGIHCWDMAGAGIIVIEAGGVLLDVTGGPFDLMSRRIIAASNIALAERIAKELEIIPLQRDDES
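The IP-One HTRF competitive assay in carbachol-stimulated CHO-M1 cells quantifies cellular IP1. Compounds spanned up to 46 uM final, and activity is expressed as AC50 from concentration-response fits of the ratio and donor data.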
15-hLO-2 inh = qHTS Assay for Inhibitors of 15-hLO-2 (15-human lipoxygenase 2). purified 15hLO-2, xylenol orange hydroperoxide absorbance. Potency, µM (doses to about 57.1 µM), inactives show at the top dose activity change, negative = inhibition, usual class: inhibitors. 110,000 compounds, 0.56% hits. Polyunsaturated fatty acid lipoxygenase ALOX15B (Homo sapiens), O15296. AID 881, 2007; further: potency means the concentration at half of the fitted maximal effect; nearly all actives have a fitted effect of over 60% in size; many of its hits are not listed in these tables
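Read-out: hydroperoxide product oxidises ferrous iron, measured as xylenol orange complex via the 573-to-405 nm absorbance ratio after 30 min. Reaction: 50 nM enzyme, 15 min compound preincubation, 45 uM arachidonic acid, 90 min RT, Hepes pH 7.5 with Triton X-100.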
PNC assembly inh = High Content Assay for Compounds that inhibit the Assembly of the Perinucleolar Compartment; PC3M PTB-GFP, PNC prevalence imaging, 16 h; stronger effect = lower value; 140,000 compounds, 3.1% hits; activity change (PNC), negative = inhibition, % at 10 µM; AID 2417, 2010;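 active means readout at or below -70, meaning at least 70% loss of cells showing the perinucleolar compartment, a nuclear body marking cancer cells; inconclusive means readout between -30 and a set limit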;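 further: plate controls were DMSO wells for no effect and camptothecin positive control wells for full effect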
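Compounds are pinned in duplicate onto adhered PC3M cells stably expressing GFP-tagged PTB and incubated 16 h at 37 C. Cells are then fixed, nuclei stained with Hoechst, and PNC-positive cells counted.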
An asterisk follows results filed as active; u = inconclusive; x = not tested or not shown; & = joins results of further samples; [ ] = dose if it differs, or a comment. Unless noted, the call rests on the fitted dose curve; in most records, active means well fitted curve in the direction sought with a large enough effect; inconclusive means small, poorly fitted or top-dose-only effect, or another doubt; inactive means no such curve, though single readings can be large; an effect the other way counts as inactive or inconclusive. Unless noted, on the % scale 0 is the no-effect control and ±100 the full control effect. Only part of the results is shown; rates above refer to the full screens.

No.	ALOX12 inhib	IMPase inh	15-hLO-2 inh	Molecule	PNC assembly inh
1	-16.6%	6.0	-5.2%	CCOc1ccc(N(CC(=O)N/N=C/c2cc([N+](=O)[O-])ccc2Cl)S(C)(=O)=O)cc1	26.3
2	-3.4%	-3.2	8.3%	O=[N+]([O-])/C(=C\Nc1ccccc1)S(=O)(=O)c1ccccc1	19.4
3	-4.1%	-11.0[1.84 µM]	-2.3%[11.4 µM]	COc1ccccc1-n1c(SCC(=O)Nc2ccc3c(c2)OCO3)nc2c(c1=O)SCC2	-16.2
4	5.5%	8.9	1.3%	CCOC(=O)C1C(=O)OC(C)(C)C1C(C)C(=O)c1ccc(OC)cc1 (stereo not given)	20.9
5	-3.4%	x	x	Oc1ccccc1CN(Cc1ccco1)CC(O)COCc1ccc(Cl)cc1 (stereo not given)	-4.6
6	-2.6%	9.9	x	COc1cccc(Nc2ccc(C(=O)O)cc2[N+](=O)[O-])c1	-6.3
7	-5.9%	4.9	x	CC(/C=N/NC(=O)c1cc(-c2ccc3ccccc3c2)n[nH]1)=C\c1ccco1	-8.8
8	0.4%	u	-7.3%	CCN(CC)S(=O)(=O)c1cccc(-c2nnc(SCCCC(=O)c3ccccc3)o2)c1	-25.4
9	-5.7%	-8.5	x	O=C(CSc1nc2nc3c(cc2c(=O)n1-c1ccccc1)CCCC3)Nc1cccc2ccccc12	18.2
10	-0.7%	2.5	4.3%	CSc1ccccc1C(=O)Nc1ccc(C)c(C)c1	14.4
11	-7.3%	8.3	49.9%[activator]	c1ccc2c(c1)oc1c(N3CCN(Cc4ccc5c(c4)OCO5)CC3)ncnc12	u
12	1.4%	u	-3.2%	CCOCCCn1c(SCC(=O)NC(C)C)nc2ccccc2c1=O	-13.5
13	-2.3%	0.7	-0.3%	COC(=O)c1ccccc1NC(=O)CN(C1CCCCC1)S(C)(=O)=O	-5.2
14	0.2%	-3.6	-4.4%	COC(=O)CNC(=O)CNC(=O)Nc1ccccc1	7.3
15	1.8%	x	x	O=C(CCS(=O)(=O)c1ccccc1)Nc1ccc(-c2nc3ccccc3s2)c(O)c1	-28.4
16	5.7%	-5.8	x	Cc1ccccc1-n1c(=O)c2ccccc2n2c(=O)[nH]nc12	u
17	-5.7%	8.6	-3.9%	CC1CC2(C)Oc3ccccc3C3OCC1(CO)C(C)C32 (stereo not given)	10.6
18	-1.4%	-11.4	-1.4%	CC(=O)Nc1ccc(NS(=O)(=O)Cc2ccccc2)cc1	37.6
19	-2.0%	2.5	-4.9%	COc1ccc(C2(NC(C)=O)CCN(C(=O)c3ccco3)CC2)cc1	-28.6
20	2.4%	-2.9	1.9%	COc1ccc(C)cc1NC(=O)COCC(=O)O	u
21	-0.4%	27.6	-1.4%	Cc1nn(C)c(C)c1S(=O)(=O)N1CCCC(C(=O)NCCc2ccc(Cl)cc2)C1 (stereo not given)	-0.1
22	-3.7%	0.8	x	Cc1nc2sc(C(c3cccs3)N3CCOCC3)c(O)n2n1 (stereo not given)	21.7
23	-1.4%	0.8	-9.2%	CSc1ccccc1NS(=O)(=O)c1ccccc1	-29.4
24	2.4%	5.4	17.4%	Cc1cc(Cl)ccc1OCC(=O)Nc1nc(-c2cccs2)cs1	24.7
25	-0.8%	-0.5	-2.8%	CN(Cc1ccccc1)C(=O)CN(C1CCCCC1)S(C)(=O)=O	16.1
26	-4.4%	-4.3	-1.1%	COc1ccc(-c2cc(C(=O)NCCN3CCOCC3)c3ccccc3n2)cc1	35.0
27	-4.0%	8.5	1.7%	Cc1ccc(NC(=S)N2CCOCC2)c(C)c1	u
28	-4.0%	-5.4	-3.1%	COc1ccc(Nc2nc(=O)[nH]nc2C)cc1	23.4
29	-4.9%	-1.5	-3.2%	CCOC(=O)Nc1ccc(C(=O)NCC2CCCO2)cc1 (stereo not given)	-1.5
30	-4.9%	5.9	-15.4%	O=C(NCCC(c1ccccc1)c1ccccc1)c1ccc(Br)o1	47.9

Another view of twelve compounds above:
(1) CCOc1ccc(N(CC(=O)N/N=C/c2cc([N+](=O)[O-])ccc2Cl)S(C)(=O)=O)cc1
(2) O=[N+]([O-])/C(=C\Nc1ccccc1)S(=O)(=O)c1ccccc1
(3) COc1ccccc1-n1c(SCC(=O)Nc2ccc3c(c2)OCO3)nc2c(c1=O)SCC2
(4) CCOC(=O)C1C(=O)OC(C)(C)C1C(C)C(=O)c1ccc(OC)cc1 (stereo not given)
(5) Oc1ccccc1CN(Cc1ccco1)CC(O)COCc1ccc(Cl)cc1 (stereo not given)
(6) COc1cccc(Nc2ccc(C(=O)O)cc2[N+](=O)[O-])c1
(7) CC(/C=N/NC(=O)c1cc(-c2ccc3ccccc3c2)n[nH]1)=C\c1ccco1
(8) CCN(CC)S(=O)(=O)c1cccc(-c2nnc(SCCCC(=O)c3ccccc3)o2)c1
(9) O=C(CSc1nc2nc3c(cc2c(=O)n1-c1ccccc1)CCCC3)Nc1cccc2ccccc12
(10) CSc1ccccc1C(=O)Nc1ccc(C)c(C)c1
entry no. | 1 | 2 | 3 | 4 | 5 | 6 | 7 | 8 | 9 | 10
ALOX12 inhib | -16.6% | -3.4% | -4.1% | 5.5% | -3.4% | -2.6% | -5.9% | 0.4% | -5.7% | -0.7%
IMPase inh | 6.0 | -3.2 | -11.0[1.84 µM] | 8.9 | x | 9.9 | 4.9 | u | -8.5 | 2.5
15-hLO-2 inh | -5.2% | 8.3% | -2.3%[11.4 µM] | 1.3% | x | x | x | -7.3% | x | 4.3%
PNC assembly inh | 26.3 | 19.4 | -16.2 | 20.9 | -4.6 | -6.3 | -8.8 | -25.4 | 18.2 | 14.4

(11) c1ccc2c(c1)oc1c(N3CCN(Cc4ccc5c(c4)OCO5)CC3)ncnc12
(12) CCOCCCn1c(SCC(=O)NC(C)C)nc2ccccc2c1=O
entry no. | 11 | 12
ALOX12 inhib | -7.3% | 1.4%
IMPase inh | 8.3 | u
15-hLO-2 inh | 49.9%[activator] | -3.2%
PNC assembly inh | u | -13.5

(list continues)
No.	ALOX12 inhib	IMPase inh	15-hLO-2 inh	Molecule	PNC assembly inh
31	-1.6%	x	x	CC(=O)/C(=N\Nc1ccccc1)Sc1nncn1C	u
32	-16.9%	-1.6	-6.7%	O=c1nc2s/c(=C\c3ccco3)c(=O)n2nc1Cc1ccccc1	-16.4
33	2.7%	-6.3	x	COc1ccc(CNC(=O)c2nnn(Cc3ccc(OC)cc3)c2N)cc1	19.4
34	-4.2%	5.5	-0.4%	CN1C(=O)c2cccc(NC(=O)CCc3ccccc3)c2C1=O	u
35	-5.6%	15.9	-6.9%	Cc1ccc(/C(C#N)=C\c2cn(C)c3ccccc23)cc1	-8.4
36	-0.7%	x	x	C[C@]12CCC(=O)C=C1[C@H](O)C[C@@H]1[C@@H]2[C@@H](O)C[C@@]2(C)[C@H]1CC[C@]2(O)C(=O)CO	-23.5
37	-11.8%	2.1	-8.0%	O=C1OCC(c2ccccc2)=C1c1ccc(S(=O)(=O)N2CCOCC2)s1	23.3
38	4.2%	-5.1	-1.2%	N#Cc1nc(-c2ccco2)oc1NCCCN1CCOCC1	109.0
39	-2.2%	x	x	Cc1ccc(S(=O)(=O)Nc2ccncc2)c(C)c1N(C)S(=O)(=O)c1ccc(F)cc1	18.1
40	1.3%	7.2	-2.6%	CCN(CC)S(=O)(=O)c1cccc(-c2nnc(SCCOc3ccccc3)o2)c1	53.4
41	-4.8%	-5.2	x	Cc1ccc(S(=O)(=O)NCC(=O)OCC(=O)Nc2ccccc2OC(F)F)cc1	-27.3
42	3.9%	-1.8	0.2%	CC(C)(C)c1nc2ccccc2c2nnc(SCC(=O)Nc3nccs3)n12	u
43	-1.2%	-2.3	x	COc1cc(/C=N/S(=O)(=O)CCc2ccccc2)ccc1O	57.6
44	0.7%	x	x	CCC(C)c1ccc(NC(=O)C/C(C)=N/NC(=O)c2cnccn2)cc1 (stereo not given)	0.0
45	-2.0%	-28.2	4.2%	CCc1cc(=O)oc2c(C)c(O)c(CN(C)C)cc12	-12.5
46	-1.3%	u	x	Clc1cccc(CSc2ncn(-c3ccccc3)n2)c1	15.2
47	-1.8%	8.8	x	CN(C)c1ccc(/C=N/N(Cc2ccccc2)c2ccccc2)cc1	-6.4
48	1.5%	3.9[1.84 µM]	-14.9%[11.4 µM]	CC1(C)CC(=O)C2=C(C1)OC(N)=C(C#N)C2c1cccc(OC(=O)c2ccco2)c1 (stereo not given)	u
49	u	8.1	23.4%	C=C(C)COc1ccc(-c2[nH]ncc2-c2ccccc2)c(O)c1	1.1
50	6.2%	-6.2	17.6%	CCCOc1ccc(C(O)C(CN2CCOCC2)c2ccccc2)cc1 (stereo not given)	u
51	0.5%	0.2	x	Cc1ccc(C)c(OCC(=O)Nc2ccc(S(=O)(=O)Nc3ccccn3)cc2)c1C	38.8
52	-2.9%	1.7	5.2%	C=CCN1C(=O)C(Cc2ccc(C)cc2)S/C1=N/N=C/c1ccco1 (stereo not given)	u
53	-4.9%	2.0	-0.8%	CCOC(=O)/C(C#N)=C1/C=CN(C)C=N1	7.0
54	4.2%	8.6	12.3%	CC(COc1cccc2ccccc12)CN1CCN(C)CC1 (stereo not given)	28.7
55	-1.6%	-1.6	-6.1%	CCOc1cnc(-c2ccc(Cl)cc2)o1	u
56	-3.3%	u	4.1%	COC(=O)CSc1nc(N)c(C#N)c(-c2ccco2)c1C#N	-1.1
57	2.0%	x	x	COc1cccc(OC)c1C(=O)Nc1ccc([N+](=O)[O-])cn1	-5.2
58	1.3%	-8.3	x	O=C(N/C(=C\c1cn(-c2ccccc2)nc1-c1ccc(Cl)cc1)C(=O)N1CCOCC1)c1ccccc1	u
59	-13.1%	-4.1	5.4%	Cc1ccccc1CSc1ncc(C#N)c(N)n1	2.2
60	-5.2%	7.3	0.1%	N#Cc1ccccc1Sc1ccccc1C(=O)Nc1ccc(Br)cc1	-2.0
61	-13.7%	1.7	-19.0%	c1ccc2cc(-c3csnn3)ccc2c1	-13.9
62	3.8%[0.00818 µM]	x	-10.0%[0.0915 µM]	C=C1c2ccccc2O[C@H](C(=O)OCC)C1OC (mixture of isomers)	x
63	-0.9%	4.3	8.4%	Cc1cc(NC(=O)CSc2nnc(C3CC3)n2N)no1	20.1
64	0.5%[11.4 µM]	x	2.6%[11.4 µM]	Nc1nc(N)nc(CC(=O)O)n1	x
65	3.3%	x	x	CC/C(=N/Nc1cccc(Cl)c1)c1cnnc(SC)n1	-29.0
66	-7.5%	8.3	4.8%	COc1ccc(C(=O)N(C(C)C)C(C)C)c(OC)c1	-15.5
67	1.6%	x	x	O=C(CNCCCO)Nc1cc(C(F)(F)F)cc(NC(=O)CNCCCO)c1Cl	10.7
68	-1.4%	x	x	CC(C)C(=O)NC(NC(=O)C(C)C)c1ccc([N+](=O)[O-])cc1	u
69	3.3%	x	3.8%	COCC(=O)N1CCC2(CCCN(Cc3nccs3)C2)CC1	x
70	-3.7%	u	-4.2%	COc1ccc(Cl)cc1NC(=O)C(C)Sc1nncn1C (stereo not given)	-8.6
71	-7.0%	0.8	-3.0%	CC(=O)NC1(c2cccc(F)c2)CCN(C(=O)Nc2ccc(C#N)cc2)CC1	-11.5
72	-9.5%	3.4	-5.9%	COC(=O)c1ccc(NCC(=O)c2ccccc2)cc1	-26.4
73	1.3%&-0.3%	x	5.8%	CCCCCCN(C(=O)CCCCCN1C(=O)NC(c2ccc(Cl)cc2)C(C(=O)OCc2ccccc2)=C1C)C(C(=O)NCCCC)c1ccc(OCC(=O)OC)c(C(=O)OC)c1 (stereo not given)	23.0
74	-8.3%	6.4	-22.1%	CS(=O)(=O)N1CCc2cc(-c3csc(NCC4CCCO4)n3)ccc21 (stereo not given)	u
75	1.1%	4.3	-12.5%	Cc1ccc(NC(=O)NC2CCCCC2)cc1Cl	u
